Screens (PubChem)
VCAM1 TNFa inh – reduces TNF alpha induced VCAM1 expression in HUVEC; HUVEC TNFa-induced VCAM-1 immunofluorescence, high-content imaging; inhibition, % at 2 µM; 0.48% of 95,000 active; AID 802;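 active = inhibition above the batch mean plus 3 SD, with images confirmed as a hit by eye, cut at about 37% in these data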;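 note: 0% = TNF-stimulated DMSO wells and 100% = unstimulated control wells; not every result past the cut was called active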
hDAT+cocaine – changed human dopamine transporter uptake under cocaine IC80 | AID 449768 | LLC-PK1 hDAT cells, [14C]-dopamine uptake with cocaine IC80; actives deviate in either direction | 1.3% of 110,000 active | B-score at 10 µM;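 active = Z score or B-score, a plate-position-corrected score, falls beyond the plate's 99.7% confidence bounds, in either direction; inactive = both scores lie inside the 99.7% bounds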;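 note: scored against the spread of the other compound wells on the same plate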
HUVEC tox IL1B – toxic to HUVEC cells under IL-1B stimulation | HUVEC cell count loss, Hoechst imaging, IL-1B stimulated | cell count reduction, % at 2 µM | 0.41% of 94,000 active;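 active = cell count reduction more than 3 SD above the screen-wide mean, cut at about 70% in these data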;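 note: normalized per plate to untreated control cells as the no-loss baseline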
Candida biofilm – kills Candida albicans biofilms; C. albicans biofilm + clotrimazole, Alamar Blue; inhibition, % at 6 µM; 0.14% of 85,000 active; AID 834;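 active = inhibition above 20%; inactive = inhibition below 20%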;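 note: preformed 24 hr biofilms exposed to compound for 48 hr; 0% = biofilm without compound and 100% = blank killed by clotrimazole plus chlorhexidine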
MT1-MMP txn act – MT1-MMP promoter transcription activation; HT1080 MT1-MMP promoter luciferase reporter, luminescence, overnight; hits give high values; activation factor at 10 µM; 0.16% of 86,000 active;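 active = activation factor of at least 2 for MT1-MMP transcription at 10 µM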
F-actin modifier – modifiers of cytoskeleton assembly; HUVEC TNFa F-actin phalloidin imaging, high content; inhibition, % at 2 µM; 0.18% of 91,000 active;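 active = inhibition above the batch mean plus 3 SD and confirmed as a hit by visual image inspection, cut at about 30% in these data, passing the limit was not always enough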; note: strong numbers were not always called active
Smad3 FoxH1 inh – blocks human Smad3 binding to FoxH1 peptide. P84022. TR-FRET Smad3/Dy647-FoxH1 peptide binding, europium anti-His. inhibition, % at 25 µM. 0.29% of 88,000 active. AID 630;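 active = compounds that reduce the energy-transfer binding signal between the protein and its labelled peptide by more than half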;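 note: 0% = Smad3 plus labelled peptide maximal FRET and 100% = peptide-only background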
Target sequence (P84022 whole entry, looked up): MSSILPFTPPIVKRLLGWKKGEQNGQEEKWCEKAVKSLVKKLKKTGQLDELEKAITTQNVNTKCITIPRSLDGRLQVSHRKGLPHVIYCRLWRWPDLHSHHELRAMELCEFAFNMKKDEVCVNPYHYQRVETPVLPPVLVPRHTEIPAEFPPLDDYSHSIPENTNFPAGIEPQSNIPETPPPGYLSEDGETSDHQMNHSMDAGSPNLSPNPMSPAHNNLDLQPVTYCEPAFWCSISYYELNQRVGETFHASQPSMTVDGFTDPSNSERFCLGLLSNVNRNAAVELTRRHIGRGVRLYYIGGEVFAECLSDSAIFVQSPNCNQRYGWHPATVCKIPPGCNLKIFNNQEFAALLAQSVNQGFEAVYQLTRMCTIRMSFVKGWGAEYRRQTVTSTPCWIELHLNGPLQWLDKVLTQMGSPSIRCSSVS
LYP inh 2 – blocks human PTPN22 phosphatase activity. 0.21% of 96,000 active. recombinant LYP catalytic domain, DiFMUP fluorescence. Q9Y2R2. inhibition, % at 2 µM. AID 640;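 active = inhibition at 2 µM at or above a set limit, the screen mean plus 3 SD, cut at about 24% in these data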;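 note: 0% = DMSO with enzyme and 100% = enzyme fully blocked by orthovanadate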
HUVEC tox TNFa – HUVEC cytotoxicity counter-screen, TNF alpha stimulated. HUVEC TNFalpha-stimulated, Hoechst cell count, imaging. cell count reduction, % at 2 µM. 0.17% of 93,000 active. AID 848;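 active = cell count reduction exceeding the screen mean by over 5 SD, scaled to untreated wells per plate, cut at about 78% in these data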;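 note: cells counted after 24 h of TNF alpha exposure following the 1 h pretreatment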
An asterisk follows results filed as active; nt = no result given; [ ] = another dose, or the depositor's remark. Only part of the results is shown, so the mix of outcomes need not match the whole.

SMILES	VCAM1 TNFa inh	hDAT+cocaine	HUVEC tox IL1B	Candida biofilm	MT1-MMP txn act	F-actin modifier	Smad3 FoxH1 inh	LYP inh 2	HUVEC tox TNFa
CC(C)NC(=O)CN1C(=O)NC(CCc2ccccc2)C1=O (stereo unspecified)	10.1	-0.293	8.7	-2.1	1.1	19.4	-1.1	0.0	-3.6
CCCc1nn(-c2ccccc2)c2c1C(c1cccs1)C(C#N)=C(N)O2 (stereo unspecified)	-8.3	-0.657	-8.9	4.0	1.2	-48.2	-0.8	-2.3	7.3
CCOC(=O)c1c(NC(=O)CSc2n[nH]c(N)n2)sc(CC)c1C	nt	-0.295	nt	9.1	1.1	nt	3.2	nt	nt
O=C(O)C(=O)/C(=C\c1cccc2ccccc12)c1ccc2ccccc2n1	3.3	0.385	-78.8	-0.1	1.1	-10.9	3.6	7.2	-12.7
COc1cc(C(=O)NC(=S)NCc2ccco2)cc(OC)c1OC	-4.3	-0.00636	-2.9	nt	nt	-26.0	nt	-2.4	-2.5
CC1(C)Cc2c(cnn2-c2ccccc2)-c2c1c1ccccc1n2CC(O)CBr (stereo unspecified)	10.7	-0.0315	-22.6	1.8	1.3	1.8	-6.1	-5.0	-28.2
Cc1ccc(C)c(N2CCN(C(=O)C3CCN(c4nc(C)cc(C)n4)CC3)CC2)c1	-17.0	-0.21	-13.5	6.0	0.9	23.0	6.8	0.9	-29.6
O=c1cc(COn2nnc3ccc(C(F)(F)F)cc32)nc2sccn12	9.8	-0.879	-27.9	7.7	1.2	-0.9	6.0[fluorescence artefact?]	-0.8	13.4
O=C1CCCC(O)=C1C=NCCc1ccccc1	-1.0	-0.663	2.5	nt	1.1	nt	9.2	1.8	-7.8
COc1ccc(OC)c(CNn2c(-c3cccc(C)c3)nc3ccccc3c2=O)c1	-7.3	1.27	-97.0	4.6	1.3	12.9	1.2	14.6	-14.3
COc1ccccc1NC(=O)c1csc(-n2nc(C)cc2C(F)(F)F)n1	-11.6	-0.241	-48.4	nt	nt	-21.0	nt	-0.5	-15.9
O=C(CSc1nc2[nH]ncc2c(=O)n1-c1ccccc1Br)NCc1ccco1	-2.9	0.261	-1.5	nt	1.1	9.3	nt	6.6	-11.7

Arranged by the number under MT1-MMP txn act (largest number first): three from the list above.
molecule | VCAM1 TNFa inh | hDAT+cocaine | MT1-MMP txn act | F-actin modifier | Smad3 FoxH1 inh | LYP inh 2
O=c1cc(COn2nnc3ccc(C(F)(F)F)cc32)nc2sccn12 | 9.8 | -0.879 | 1.2 | -0.9 | 6.0[fluorescence artefact?] | -0.8
CC(C)NC(=O)CN1C(=O)NC(CCc2ccccc2)C1=O (stereo unspecified) | 10.1 | -0.293 | 1.1 | 19.4 | -1.1 | 0.0
Cc1ccc(C)c(N2CCN(C(=O)C3CCN(c4nc(C)cc(C)n4)CC3)CC2)c1 | -17.0 | -0.21 | 0.9 | 23.0 | 6.8 | 0.9

Following part.
SMILES	VCAM1 TNFa inh	hDAT+cocaine	HUVEC tox IL1B	Candida biofilm	MT1-MMP txn act	F-actin modifier	Smad3 FoxH1 inh	LYP inh 2	HUVEC tox TNFa
COc1cccc(OCC(O)CN2CCOCC2)c1 (stereo unspecified)	-10.8	-0.597	-17.6	6.1	1	-7.3	-5.5	-11.7	5.8
O=C(CCN1C(=O)c2ccccc2C1=O)N1CCN(c2ccccc2)CC1	nt	2.22	nt	4.0	0.7	nt	-1.7	nt	nt
Cc1cnn(-c2cc(Oc3ccccc3)ncn2)c1	-12.2	-0.143	-21.5	-0.2	1.4	2.9	-1.9	-10.1	-14.6
Cc1cc(C)nc(SC2CCCCC2O)n1 (stereo unspecified)	6.7	-0.691	5.1	-1.8	1.3	-5.6	2.2	-4.0	-11.2
CCOc1ccc(NC(=O)N2CCC(NC(=O)C(Cc3ccc(OC)c(OC)c3)NC(C)=O)CC2)cc1 (stereo unspecified)	8.9	-0.678	-11.6	1.5	1.1	4.6	-2.9	3.0	-39.8
Cc1cc(C)n(-c2nc(C)nc(NCc3ccccc3)n2)n1	-18.9	0.541	-100.0	6.2	nt	6.9	0.7	9.9	-18.4
O=C(/C=C/c1ccccc1)Nc1ncn[nH]1	30.6	-0.0619	3.1	nt	nt	9.6	nt	-4.9	-7.9
O=C(Nc1ccc2oc(-c3cccnc3)nc2c1)c1cccnc1	14.8	-1.81	14.7	6.9	1.1	-39.2	4.5	6.4	-10.3
COC(=O)c1ccc(OCCN2C3=NCCN3c3ccccc32)cc1	7.6	1.22	nt	1.7	1.3	8.4	-6.5	8.5	-22.7
CCOC(=O)c1c(NC(=O)c2ccoc2C)sc(C(=O)N(C)C)c1C	-15.4	1.41	-15.9	5.2	1	nt	6.8	2.4	-17.2
Cc1cc(C)n(S(=O)(=O)Cc2ccccc2)n1	3.0	0.0764	-233.3	nt	1	-27.7	nt	3.3	-18.9
COc1cccc(CNC(=O)C2CCCN(S(=O)(=O)c3cccc4nonc34)C2)c1 (stereo unspecified)	12.0	-0.595	18.9	-4.4	1.2	nt	-1.3	-2.5	3.6
COC(=O)c1ccc(=O)n(Cc2ccc3c(c2)OCO3)c1	-1.0	-0.0253	-120.9	-1.4	1.1	-5.9	3.7	-21.3	-19.8
CC(C)Oc1cccc(C(=O)O)c1	4.3	0.184	-2.2	10.0	1.1	-9.0	-0.7	-4.8	9.8
Cc1ccc2c(CN3CCN(Cc4ccc5c(c4)OCO5)CC3)cc(=O)oc2c1C	4.0	1.18	-16.1	-4.7	1	29.3	-0.2	5.0	-23.9
Cn1c(=O)oc2cc(S(=O)(=O)NCc3ccco3)ccc21	9.6	-1.53	9.2	12.1	1	3.8	0.9	12.9	-27.6
CC(C)C(NC(=O)COc1ccc2ccccc2c1)C(=O)N/N=C/C=C/c1ccccc1 (stereo unspecified)	-5.7	0.259	-26.0	nt	nt	14.4	nt	3.8	-12.6
Cc1cc(C)c(S(=O)(=O)NNC(=O)C2CCN(Cc3ccccc3)CC2)c(C)c1	6.5	0.0752	-19.6	nt	nt	-2.9	nt	-0.5	-11.9
O=C(Cc1ccccc1)Nc1scc(-c2ccccc2)c1C(=O)N1CCOCC1	-6.9	1.33	4.9	2.7	1.2	2.1	3.8	0.2	-5.0
COc1cccc(OCCOc2cccc(/C=N/n3cnnc3)c2)c1	14.9	1.35	-10.6	-1.6	0.8	-17.8	3.9	-23.2	-7.2
CC(NC(=O)CSc1ncnc2nc[nH]c12)c1ccccc1 (stereo unspecified)	7.0	0.87	-7.0	4.7	nt	-23.0	6.9	15.2	6.1
O=C(OC1CCN(c2ncc(C(F)(F)F)cc2Cl)CC1)c1ccccc1	10.5	0.92	6.6	nt	nt	2.1	nt	11.1	-9.8
CN(C)c1ccc(P(=O)(OCc2ccccc2)C(O)c2cccnc2)cc1 (stereo unspecified)	-6.8	-1.04	-3.2	6.8	1	9.7	-0.6	1.9	-32.5
CC(=C1C(=O)c2ccccc2C1=O)N1CCN(c2ccccn2)CC1	12.0	-0.124	0.5	-3.7	1.1	-10.0	4.9	-3.9	-37.2
Cc1cc(C(F)F)n2ncc(C(=O)N3CCCCC3)c2n1	17.1	-0.0151	-8.5	5.2	1	10.1	-1.4	1.7	-15.3
Cc1cc(N/C=C/C(=O)c2cccc3ccccc23)no1	-31.3	0.074	-13.3	8.9	1.2	-9.2	2.6	4.9	-33.6
c1coc(CNc2nc(-c3ccncc3)cs2)c1	7.4	0.585	-20.8	6.8	1.1	-27.5	5.9	8.2	28.3
O=C(NCc1ccc2c(c1)OCO2)c1ccc(NC(=O)C2CCCO2)cc1 (stereo unspecified)	nt	1.53	nt	2.3	1.1	nt	2.3	nt	nt
Cc1ccc(-c2nnc(N3CCCCC3)c3ccccc23)cc1S(=O)(=O)N(C)C	-5.6	0.0526	15.9	nt	nt	-6.4	nt	1.4	26.5
CCOC(=O)c1c(-c2ccc(C)o2)csc1NC(=O)COC(=O)c1cccs1	-9.8	-1.2	3.7	3.2	1.1	2.5	3.4	4.4	-6.0
CC(=O)Nc1sc2c(c1C(N)=O)CCCC2	15.3	-1.21	-26.6	2.1	1	6.4	7.0	-41.6	3.5
Cc1cc2cc(CN(Cc3nnnn3C3CCCCC3)CC3CCCO3)c(=O)[nH]c2cc1C (stereo unspecified)	8.8	0.794	-1.8	6.5	1.1	3.1	9.1	1.5	25.5
CCOC(=O)c1cn(CC(=O)Nc2ccc(C)cc2)nn1	8.9	-0.87	0.7	3.7	1.1	-23.2	10.7	-0.9	4.8
COc1cc(CNn2nnnc2N)cc(Br)c1OCc1c(Cl)cccc1Cl	-6.4	-0.183	4.7	-0.7	1	-9.6	2.3	8.1	-7.9
CCOC(=O)N1CCC(N2C(=O)c3ccccc3C2Nc2ccccc2)CC1 (stereo unspecified)	4.8	1.02	-18.2	8.3	nt	6.8	12.7	0.9	-6.3
O=C(OCCN1C(=O)c2ccccc2C1=O)c1ccco1	0.3	-1.13	18.1	10.0	1.2	-3.2	5.7	-2.9	-10.3
COc1nc(C)nc2c1sc(=S)n2C	-7.4	2.08	-0.6	-4.8	1.1	-9.8	-1.7	-10.4	-16.5
COC(=O)c1ccccc1NC(=O)C1CC(c2ccccc2O)=NO1 (stereo unspecified)	-0.6	-0.142	-16.3	3.4	0.9	6.1	-1.9	-7.7	-28.0

Of the compounds above, seven have a furan ring, fused or not.
SMILES	VCAM1 TNFa inh	hDAT+cocaine	HUVEC tox IL1B	Candida biofilm	MT1-MMP txn act	F-actin modifier	Smad3 FoxH1 inh	LYP inh 2	HUVEC tox TNFa
COc1cc(C(=O)NC(=S)NCc2ccco2)cc(OC)c1OC	-4.3	-0.00636	-2.9	nt	nt	-26.0	nt	-2.4	-2.5
O=C(CSc1nc2[nH]ncc2c(=O)n1-c1ccccc1Br)NCc1ccco1	-2.9	0.261	-1.5	nt	1.1	9.3	nt	6.6	-11.7
CCOC(=O)c1c(NC(=O)c2ccoc2C)sc(C(=O)N(C)C)c1C	-15.4	1.41	-15.9	5.2	1	nt	6.8	2.4	-17.2
Cn1c(=O)oc2cc(S(=O)(=O)NCc3ccco3)ccc21	9.6	-1.53	9.2	12.1	1	3.8	0.9	12.9	-27.6
c1coc(CNc2nc(-c3ccncc3)cs2)c1	7.4	0.585	-20.8	6.8	1.1	-27.5	5.9	8.2	28.3
CCOC(=O)c1c(-c2ccc(C)o2)csc1NC(=O)COC(=O)c1cccs1	-9.8	-1.2	3.7	3.2	1.1	2.5	3.4	4.4	-6.0
O=C(OCCN1C(=O)c2ccccc2C1=O)c1ccco1	0.3	-1.13	18.1	10.0	1.2	-3.2	5.7	-2.9	-10.3
